# TRb-SRC2 inh: disrupts binding of human TR beta to SRC2; TRbeta-SRC2 peptide binding, fluorescence polarization; receptor liganded with 1 µM T3; Potency, µM (series often up to 106 µM), for inactives: at the highest dose activity change, negative = inhibition, actives largely listed as inhibitors; actives 0.065% (n = 280,000);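 further: plate controls were bound peptide for no effect and peptide without receptor for full effect; nearly all actives have a fitted effect of over 50% in size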
#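 Assay buffer: 20 mM Tris-HCl, 100 mM NaCl, 10% glycerol, 1 mM EDTA, 0.01% NP-40, 1 mM DTT, 1 uM T3, 5% DMSO; TRb LBD 0.6 uM, Texas Red SRC2 20 nM; FP after 5 hr.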
# RECQ1 inh: RECQ1 (human) helicase inhibition. P46063. RECQ1 DNA unwinding, red fluorescence kinetic read. Potency, µM (doses to about 57.3 µM), for inactives: top-dose activity, negative = inhibition, most hits filed as inhibitors. actives 0.54% (n = 240,000);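 further: plate controls were vehicle for no effect and no enzyme for full effect; nearly all actives have a fitted effect of over 30% in size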
# Target sequence (P46063 whole entry, looked up): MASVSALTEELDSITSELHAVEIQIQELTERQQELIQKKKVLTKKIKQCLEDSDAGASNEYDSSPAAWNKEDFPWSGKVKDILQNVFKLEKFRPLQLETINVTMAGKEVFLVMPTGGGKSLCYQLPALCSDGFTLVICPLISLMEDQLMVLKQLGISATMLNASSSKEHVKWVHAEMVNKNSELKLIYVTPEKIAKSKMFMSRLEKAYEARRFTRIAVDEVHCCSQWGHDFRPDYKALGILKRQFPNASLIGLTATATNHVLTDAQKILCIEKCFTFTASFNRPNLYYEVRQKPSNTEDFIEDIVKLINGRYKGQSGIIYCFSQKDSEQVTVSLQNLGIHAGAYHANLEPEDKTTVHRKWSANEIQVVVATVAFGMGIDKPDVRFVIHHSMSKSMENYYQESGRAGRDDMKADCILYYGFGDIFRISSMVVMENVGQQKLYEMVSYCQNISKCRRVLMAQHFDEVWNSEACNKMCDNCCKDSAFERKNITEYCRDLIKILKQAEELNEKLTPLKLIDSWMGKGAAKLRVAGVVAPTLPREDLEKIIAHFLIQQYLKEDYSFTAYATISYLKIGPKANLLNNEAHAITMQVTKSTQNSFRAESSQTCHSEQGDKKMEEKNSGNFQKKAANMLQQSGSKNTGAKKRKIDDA
#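 50 nM RECQ1T1 preincubated 15 min with compound in Tris pH 8.0 buffer with MgCl2, DTT, Tween-20 and 2.5 ug/ml poly(dI-dC); started with 200 nM TAMRA/BHQ-2 forked duplex and 2 mM ATP. Unwinding read as fluorescence (525/598 nm), two reads 2 h apart.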
# GoLoco inh red: RGS12 GoLoco-Gai1 interaction inhibition; Potency, µM (titrated, usually from 61.6 µM), inactives show top-dose activity, negative = inhibition, usual class: inhibitors; actives 0.44% (n = 230,000); Gai1:RGS12 GoLoco peptide FP, rhodamine, 10 min; AID 880; active means well fitted inhibition curve with a large enough effect, not every such curve was filed as active; inactive means no such curve, though single readings can be large or run the other way; further: nearly all actives have a fitted effect of over 30% in size; many of its hits are not listed in these tables
# Target sequence (P63096 whole entry, looked up): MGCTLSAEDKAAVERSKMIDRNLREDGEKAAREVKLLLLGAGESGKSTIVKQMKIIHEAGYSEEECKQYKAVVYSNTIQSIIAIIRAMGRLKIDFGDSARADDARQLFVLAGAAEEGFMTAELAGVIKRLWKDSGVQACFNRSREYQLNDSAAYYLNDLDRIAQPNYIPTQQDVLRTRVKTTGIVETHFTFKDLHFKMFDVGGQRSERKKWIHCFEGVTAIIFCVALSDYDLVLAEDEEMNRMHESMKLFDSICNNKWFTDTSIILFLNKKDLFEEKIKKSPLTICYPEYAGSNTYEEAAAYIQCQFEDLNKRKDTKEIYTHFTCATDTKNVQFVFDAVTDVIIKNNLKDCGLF
# GAA glycogen: alters human alpha-glucosidase cleavage of glycogen. recombinant GAA, glycogen substrate, Amplex Red glucose oxidase fluorescence. actives 0.38% (n = 300,000). AID 2100. Potency, µM (top dose mostly 76.4 µM), for inactives: at the highest dose activity change, negative = inhibition, usual class: inhibitors;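 further: 0% = full enzyme reaction and -100% = no-enzyme basal signal; the screen sought inhibitors and activators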
#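 Natural-substrate format: glycogen cleavage by 4 nM human enzyme, glucose read by Amplex Red coupling (Ex 573, Em 610 nm). Normalized to enzyme and no-enzyme controls.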
# aGlu spleen mod: inhibits or activates alpha-glucosidase in human spleen homogenate | human spleen homogenate, 4-MU-alpha-glucoside fluorescence | Potency, µM (top dose mostly 79.9 µM), inactives show at the top dose activity change, negative = inhibition, hits mostly inhibitors | P10253 | actives 0.006% (n = 240,000);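 further: 0% = enzyme with vehicle and -100% = no enzyme basal signal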
#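 AC50 values come from Hill-equation fits of concentration-response data, normalized to no-enzyme and full-activity controls. Enzyme source: 1 ug human spleen homogenate; 1 mM fluorogenic 4-MU glucoside, pH 5.0 citrate buffer, 37 C, 40 min.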
# GAA inh: inhibitors of human lysosomal alpha-glucosidase; P10253; purified human GAA, 4-MU-alpha-glucoside fluorescence; Potency, µM (series often up to 76.9 µM), inactives show at the top dose activity change, negative = inhibition, usual class: inhibitors; actives 0.005% (n = 200,000);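 further: plate controls were uninhibited enzyme wells for no effect and no-enzyme background for full effect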
#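 Fluorescence at Ex 365/Em 440 nm from 4-methylumbelliferone reported enzyme activity after 20 min at room temperature. Reactions used 4 nM enzyme and 400 uM substrate at pH 5.0; curves fitted with the Hill equation.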
# TR SRC2 fluor cs: alters Texas Red total fluorescence, flagging assay interference; AID 1479; Potency, µM (doses to about 106 µM), inactives show at the top dose fluorescence change, negative = quenching; actives 0.29% (n = 280,000); TRb/SRC2 Texas Red total fluorescence interference; active means well fitted curve in either direction with a large enough effect; inconclusive means small, poorly fitted or top-dose-only effect
#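 Human TRβ ligand-binding domain (0.6 uM) and Texas Red SRC2 peptide (20 nM) in Tris buffer with 1 uM T3 and 5% DMSO were incubated with pinned compound for 5 hr at ambient temperature. Total fluorescence was computed as S + 2P (555/632 nm).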
# L3MBTL1 block: blocks human L3MBTL1. AlphaScreen L3MBTL1–H3K9me1 peptide binding. Potency, µM (highest dose often 57.1 µM), without a hit: top-dose activity, negative = inhibition, usual class: inhibitors. actives 0.66% (n = 230,000); further: nearly all actives have a fitted effect of over 60% in size
#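 L3MBTL1 50 nM + b-AHA-H3(1-15)K9me1 75 nM, 30 min RT; compound added, 30 min RT; streptavidin donor/Ni-chelate acceptor beads 10 ug/mL each final, 30 min RT dark; AlphaScreen read.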
# * hit, by the source's call; i = inactive; ? = inconclusive; · = no result given; & = joins results of further samples; [ ] = remark or other dose. Unless noted, the call rests on the fitted dose curve; in most records, active means well fitted curve in the direction sought with a large enough effect; inconclusive means small, poorly fitted or top-dose-only effect, or another doubt; inactive means no such curve, though single readings can be large; an effect the other way counts as inactive or inconclusive. Unless noted, on the % scale 0 is the no-effect control and ±100 the full control effect; potency means the concentration at half of the fitted maximal effect.
Compound | GAA glycogen | RECQ1 inh | GAA inh | GoLoco inh red | aGlu spleen mod | L3MBTL1 block | TR SRC2 fluor cs | TRb-SRC2 inh
O=C(O)c1ccccc1SCc1cn2ccccc2n1 | 8% | 10% | -2% | -10% | -2% | 1% | 0% | 3%
COc1ccc(NC(=O)N2CCn3c2nc2ccccc23)cc1 | -2% | i | -7% | -11% | -7% | 5% | 0% | -1%
CCCCNC(=S)Nc1ccc2[nH]c(=O)[nH]c2c1 | -18% | 17% | 9% | 0% | 3% | -14% | -2% | 4%
O=C(c1cn(-c2ccccc2)nc1-c1ccccc1)N1CCN(c2ccccn2)CC1 | -15% | i | 8% | 16% | -6% | 12% | -7% | -4%
C=CCOC(=O)C(C#N)c1nc2ccccc2nc1N1CCC(C(=O)OCC)CC1 (stereo unspecified) | -3% | -6% | -15% | 16% | 0% | 1% | -3% | 2%
CCN(CC(=O)Nc1ccc(C(=O)OC)cc1)Cc1ccccc1 | 14% | i | 4% | 4% | 2% | 9% | -2% | 7%
CCOc1ccccc1NC(=S)N1CCCc2ccccc21 | ? | -3% | 3% | -6% | 3% | · | -3% | 10%
Cc1nc2c3ccccc3nc(NNC(=O)CCC(=O)NC(C)C)n2n1 | -15% | -4% | -3% | -8% | -8% | 6% | 0% | -4%
O=C(COC(=O)c1ccc(O)cc1)Nc1nccs1 | -1% | -9% | 5% | 2% | -5% | -4% | 1%[53 µM] | 3%[53 µM]
COc1cc2nc(N(C)CCCNC(=O)C3CCCO3)nc(N)c2cc1OC (stereo unspecified) | 3% | -2% | ? | 4%&13% | ? | · | -1%&-5% | -4%&-2%
COc1ccccc1NC1=C(N2CCCCC2)C(=O)c2ccccc2C1=O | -5% | -5% | -3% | -11% | 0% | -28% | 3% | 2%
Cc1nc2ccc(S(=O)(=O)NCC(=O)N(C)Cc3ccccc3)cc2s1 | -1% | -3% | -6% | -1% | 5% | · | -2% | -9%
Cc1nc2cc(NC(=O)CCS(=O)(=O)c3ccccc3)ccc2s1 | 5% | i | 5% | 17% | -2% | 2% | 0% | -10%
CCc1ccc(N2CC(C(=O)NC3=NCCS3)CC2=O)cc1 (stereo unspecified) | 0% | -12% | 6% | 5% | -8% | 3% | 1% | -4%
O=C(NNc1ccc([N+](=O)[O-])cc1)C1CC1c1ccccc1 (stereo unspecified) | 7% | -7% | -2% | 7% | 9% | -7% | -3% | 4%
COc1ccc(S(=O)(=O)Nc2cccc(S(=O)(=O)N3CCCCCC3)c2)cc1 | 0% | -11% | -2% | -9% | -9% | -7% | -1% | 6%
CC(=O)Nc1nc2cccc([N+](=O)[O-])c2s1 | 16% | i | -1% | -1% | 2% | 12% | -1% | -1%
CCCC(=O)N1c2ccccc2C(=C2SC(C(=O)OC)=C(C(=O)OC)S2)C(=S)C1(C)C | -4% | -9% | -3% | 6% | -6% | -1% | 0% | -19%
O=C(O)c1cc(-c2cccnc2)nn1-c1ccccn1 | 9% | -7% | 1% | 6% | -2% | 2% | 2% | -2%
COC(=O)c1ccc2c(c1)N(Cc1ccccc1F)C(=O)c1ccccc1S2=O (stereo unspecified) | -3% | 5% | 12% | -6% | -8% | 51%[activator] | -3% | 5%
CN(CCCNC(=O)CSc1cc(=O)n(C)c2ccc(Cl)cc12)Cc1ccccc1 | 3% | -10% | ? | -6% | -18% | · | -2% | 3%
CCOC(=O)c1sc(NC(=O)CSc2nnnn2-c2ccc(C)c(C)c2)nc1C | 1% | -2% | -5% | 8% | 3% | 0% | -3% | -3%
Cc1cccc(OCc2nnc(SCC(=O)N(C(C)C)C(C)C)n2Cc2ccco2)c1C | -1% | -10% | -4% | -4% | 2% | -8% | -1% | -4%
CCCOc1cc(C)nc(-c2ccccc2O)n1 | 5% | i | -6% | · | -1% | 23% | -26% | -2%
Cc1cc(C=O)c(C)n1-c1ccc2c(c1)OCO2 | -1% | -1% | 8% | 17% | 0% | -15% | 0% | 2%
CCOc1ccc2[nH]c(S(=O)(=O)CC)nc2c1Cl | 5% | 8% | 3% | 2% | -3% | · | 1% | 2%
O=c1ccc(Oc2nc(N3CCOCC3)nc(N3CCOCC3)n2)n[nH]1 | 0% | -4% | ? | 7% | -1% | 4% | -1% | 7%
CC(=O)c1c(N)[nH]c(-c2ccccc2)nc1=S | -4% | i | -16% | 8% | -1% | -4% | 0% | 5%
Cc1nc(CCNC(=O)CC2C(=O)NCCN2Cc2ccoc2)nc2c1CCCC2 (stereo unspecified) | -6% | -10% | · | -4% | 4% | 7% | -1% | -2%
CCCS(=O)(=O)N1CCCC(C(=O)N2CCOCC2)C1 (stereo unspecified) | 1% | i | 0% | 5% | 7% | 8% | 0% | -8%
COc1ccc(C(=O)N/C(=C\c2cn(C)c3ccccc23)C(=O)OCC(C)C)cc1 | -1% | -1% | 2% | -7% | -5% | 2% | 2% | 0%
CCOC(=O)C1(C/C(C)=N/NC(N)=O)CC(C)OC1=O (stereo unspecified) | 4% | 10% | 6% | -2% | 3% | 4% | 0% | 3%
O=C1CC(N2CCN(C3CC(=O)N(CCc4ccccc4)C3=O)CC2)C(=O)N1CCc1ccccc1 (stereo unspecified) | 6% | -1% | ? | -1% | 6% | -6% | -4% | -4%
Cn1cnnc1SCC(=O)NCCC(c1ccccc1)c1ccccc1 | -4% | i | -9% | -6% | -4% | · | -4% | 2%
CCOCCCNC(=O)C1CCN(c2cc(C)nc3c(-c4ccc(OC)c(OC)c4)c(C)nn23)CC1 | 11% | -11% | -2% | 5% | 3% | 5% | -3% | 11%
COCc1cc([C@@H]2C[C@H]3CN(c4ccccc4)C(=O)[C@]34CCCN24)ccc1OC | -6% | -4% | -1% | 40%[activator] | -16% | -6% | -3% | 2%
CCCNC(=O)CSc1nnc(-c2ccco2)n1C | 12% | 7% | -2% | 8% | -5% | 2% | -1% | -2%
Clc1ncnc2c1oc1ccccc12 | -12% | 1% | -8% | 9% | -6% | 3% | -5% | -7%
COC(=O)CCC(=O)Nc1ccc(N=Nc2ccccc2)cc1 | 6% | i | -5% | 6% | · | -13% | 0% | 3%
Cn1c(SCC(=O)c2ccc(F)cc2)nnc1-c1ccccc1N | 13% | i | -9% | -11% | -5% | 7% | -1% | -21%
CCOC(=O)Nc1ccc2c(CN3CCN(S(=O)(=O)c4ccccc4)CC3)cc(=O)oc2c1 | -21% | 1% | 1% | -6% | 2% | -5%[11.4 µM] | -1% | 8%
Cc1cccc(NC(=S)NCCO)c1C | 0% | -13% | 7% | 0% | 3% | 4% | -3%[53 µM] | 2%[53 µM]
Nc1ncnc2c1ncn2C1OC(COP(=O)(O)O)C(O)C1O (stereo unspecified) | 14%[76.3 µM] | -4% | · | 5% | 0% | · | -3% | -5%
Clc1ccc(OCCSCc2nc3ccccc3[nH]2)cc1 | -5% | 7% | ? | 33%[activator] | -2% | 28% | -3% | 7%
Cc1ccc(CCNC(=O)CCS(=O)(=O)c2cc3c(cc2C)NC(=O)CO3)cc1 | 14%&-14%[76.3 µM] | · | · | · | · | 3% | 1% | -1%
Cc1cccc(-c2ncc(CN3CCCC(CO)(Cc4ccccc4C)C3)cn2)c1 (stereo unspecified) | 10% | -18% | · | 8% | -2% | -5% | 0% | 1%
CCOC(=O)c1sc(NC(=O)CCCCCN2C(=O)c3cccc4cccc(c34)C2=O)nc1C | -8% | 11% | 1% | -9% | -9% | 12% | 6% | -2%
COC(=O)CCC(=O)OC1(C)C(=O)C=C2C=C3CCCN3C=C2C1=O (stereo unspecified) | -7% | i[11.5 µM] | · | 0%[14.2 µM] | -3%[17.4 µM] | · | 0%[11.2 µM] | 0%[11.2 µM]
COC(=O)c1sc(NC(=O)CSc2nnnn2-c2cccc(OC)c2)nc1C | 6% | 2% | -1% | -2% | 0% | 7% | -3% | -6%
Cc1[nH]c(=O)c(C(=O)/C=C/c2ccccc2F)c2c1CCCC2 | 3% | 32µM* | -2% | 6% | -2% | -3% | 0% | -6%
N#CCCCN1C(=O)C(O)(CC(=O)c2ccc3c(c2)OCCO3)c2ccccc21 (stereo unspecified) | 1% | -2% | 4% | 7% | 11% | 9% | -1% | -7%
N#Cc1cc([N+](=O)[O-])cnc1NCC(O)CO (stereo unspecified) | -3% | 3% | 0% | 6% | -19% | 7% | 1% | 3%
COC(=O)C1=CN(C(C)C)C=C(C(=O)OC)C1c1cccc(OC)c1 | 5% | -14% | ? | 2% | ? | 27% | -2% | -2%
O=C(C1=NNCC1c1ccccc1)C1CO1 (stereo unspecified) | -3% | 2% | 2% | -12% | -5% | -2% | -2% | 4%
CCCS(=O)(=O)N1CCCC(C(=O)NCc2ccco2)C1 (stereo unspecified) | 8% | i | 7% | 11% | 4% | -4% | 1% | -19%
CCOC(=O)CSc1nnc(CSc2nc3sc4c(c3c(=O)[nH]2)CCC4)n1C | 3% | -14% | 6% | -12% | -17% | -6% | 2% | -3%
CC(C)CCN1CC(C(=O)NC(C)C)CC1=O (stereo unspecified) | 4% | 0% | -14% | 7% | -21% | 4%[11.4 µM] | -1% | -10%
COc1cc2c(cc1NCc1ccc3c(c1)OCO3)oc1ccccc12 | 0% | -5% | -4% | 11% | -10% | ? | 0% | 2%

# Full records, looked up by structure.
# Shown for `COc1cc2c(cc1NCc1ccc3c(c1)OCO3)oc1ccccc12` → GAA glycogen = 0%; RECQ1 inh = -5%; GAA inh = -4%; GoLoco inh red = 11%; aGlu spleen mod = -10%; L3MBTL1 block = ?; TR SRC2 fluor cs = 0%; TRb-SRC2 inh = 2%
# Shown for `COC(=O)c1sc(NC(=O)CSc2nnnn2-c2cccc(OC)c2)nc1C` → GAA glycogen = 6%; RECQ1 inh = 2%; GAA inh = -1%; GoLoco inh red = -2%; aGlu spleen mod = 0%; L3MBTL1 block = 7%; TR SRC2 fluor cs = -3%; TRb-SRC2 inh = -6%
# Shown for `Cc1cccc(NC(=S)NCCO)c1C` → GAA glycogen = 0%; RECQ1 inh = -13%; GAA inh = 7%; GoLoco inh red = 0%; aGlu spleen mod = 3%; L3MBTL1 block = 4%; TR SRC2 fluor cs = -3%[53 µM]; TRb-SRC2 inh = 2%[53 µM]

# Only part of the results is shown; rates above refer to the full screens.
